# Compound activity: PubChem, several laboratories
# VIM-2 inhibitor = blocks Pseudomonas aeruginosa VIM-2 metallo-beta-lactamase | purified VIM-2, nitrocefin hydrolysis, epi-absorbance fluorescence | inhibition, % at 5.6 µM | 290,000 compounds, 0.89% hits | AID 1527;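 active = inhibition above the mean of all tested compounds plus 3 SD, cutoff set per screening run, cut at about 7.5% in these data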;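 note: red hydrolysis product quenches plate fluorescence so inhibitors raise well fluorescence; 0% = enzyme with DMSO and 100% = DMSO without enzyme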
# FID counter = counter-screen for HCV NS3 helicase inhibitors: DNA intercalator displacement | DNA fluorescent intercalator displacement, fluorescence | inhibition, % at 7.9 µM | 290,000 compounds, 0.17% hits | AID 1845; in the data active = inhibition above about 37%;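 note: 0% = vehicle and 100% = reference compound; higher means more ethidium bromide displaced from hairpin DNA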
# MEKK3 PB1 HTS = modulators (inhibitors or enhancers) of MEK5 binding to human MEKK3 PB1 domain. binding response (% of control), % at 10 µM. bead-based flow cytometry, Alexa488-MEK5 binding to MEKK3; actives lie on both sides; 0 = blocked by unlabeled MEK5, 100 = vehicle. 290,000 compounds, 1.4% hits. Q99759;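 active = binding response more than 3 SD above or below the average of its plate-row segment, actives on both sides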;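 note: Alexa488 bead fluorescence after subtracting the streptavidin-only scavenger bead signal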
# PHOSPHO1 block = inhibitors of human PHOSPHO1 phosphatase; Q8TCT1; recombinant PHOSPHO1, absorbance phosphatase assay; inhibition, % at 13.3 µM; 290,000 compounds, 1.1% hits; AID 1565; in the data active = inhibition above about 60%
# IDE cell activ = boosts human insulin-degrading enzyme activity in HEK cells; P14735; FAbeta-B cleavage, fluorescence polarization; 0% vehicle, 100% cell-free pure enzyme wells; activation, % at 5.96 µM; 340,000 compounds, 0.073% hits;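 active = activation above the mean of all tested compounds plus 3 SD, set per screening campaign, cut at about 17% in these data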
# SUMO HTRF inh = SUMOylation inhibition | P63279 | HTRF SUMOylation assay, SAE1/SAE2 + UBC9, in vitro | inhibition, % at 35 µM | 290,000 compounds, 0.36% hits | AID 2006; in the data active = inhibition above about 50%, passing the limit was not always enough; note: strong numbers were not always called active
# HCV NS3 hel inh = inhibitors of Hepatitis C virus NS3 helicase; NS3 helicase DNA unwinding, Cy5 molecular beacon fluorescence; inhibition, % at 10.9 µM; 290,000 compounds, 0.56% hits; AID 1800;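 active = inhibition above the mean of all tested compounds plus 3 SD, set per campaign, cut at about 35% in these data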;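 note: 0% = DMSO wells and 100% = thioflavine S control wells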
#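 Measured by: Cy5 fluorescence, 0 and 60 min reads / Assay system: NS3 helicase fragment of HCV / Control set: low DMSO, high thioflavine S at 110 µM / Times: 1 h reaction at 25 °C, ATP-initiated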
# p-CIP stab down = lowers stability of the mouse p/CIP coactivator protein. F442A p/CIP-EGFP cells, EGFP fluorescence, 16 h. decrease of EGFP signal, % at 10 µM. 290,000 compounds, 0.01% hits. AID 1984;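 active = EGFP signal decrease of at least 30% at 10 µM or well 3 SD below plate mean, unless failing retest; inactive = the rest, including hits failing retest or dose response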; note: some compounds called inactive have numbers as strong as hits; many of its hits are not listed in these tables
# IMP-1 inh = blocks Pseudomonas aeruginosa IMP-1 metallo-beta-lactamase; purified IMP-1, nitrocefin hydrolysis, epi-absorbance fluorescence; inhibition, % at 5.6 µM; 290,000 compounds, 0.45% hits;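 active = inhibition above the mean plus 3 SD of all compounds in the same screening run, cut at about 4.5% in these data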;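 note: 0% = IMP-1 with DMSO and 100% = DMSO wells lacking enzyme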
#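 Assay system: purified IMP-1; Quantity: IMP-1 0.2 nM before substrate addition; Medium: HEPES buffer pH 7.1 with ZnSO4 and Brij 35; Incubation: 15 min enzyme–compound preincubation, then 25 min nitrocefin reaction, 25 °C; Signal: fluorescence quenching readout, ex 480/em 530 nm; Controls: DMSO with and without IMP-1; Repeats: singlicate testing.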
# The depositor's hits bear a star; · = not tested or not shown; [ ] = remark or other dose.
SMILES	VIM-2 inhibitor	FID counter	MEKK3 PB1 HTS	PHOSPHO1 block	IDE cell activ	SUMO HTRF inh	HCV NS3 hel inh	p-CIP stab down	IMP-1 inh
O=C(NCCC(c1ccccc1)c1ccccc1)c1cccs1	-0.6	-15	97	-12	-3	-8	-5	-6	-2.3
Cc1ccc(-c2nnn(CC(=O)N(c3ccccc3F)C(CC(C)C)C(=O)NCC3CCCO3)n2)cc1 (stereo not given)	-1.9	-11	99	24	5	-21	-4	-3	-2.2
O=C(O)CCCN1C(=O)C2C3c4ccccc4C(c4ccccc43)[C@@H]2C1=O (stereo not given in full)	-1.4	-12	97	24	2	-5	11	-4	-1.8
Cc1cc(=O)[nH]c(Nc2ccc(C(=O)OC(C)C)cc2)n1	-1.2	-15	114	-7	-4	14	5	-2	-2.1
Cc1occc1C(=O)N/N=C/c1ccc(-c2cccc([N+](=O)[O-])c2)o1	-2.2	-1	97	40	-2	3	45*	-13	-4.2
CCOC(=O)CCCNC(=O)COC(=O)c1ccc(O)cc1	-2.4	-1	100	16	1	11	2	5	0.6
O=C(Nc1ccc(F)cc1)c1sc(Cl)nc1-c1ccccc1	-2.9	-4	100	9	-3	-49	2	-1	-3.3
COc1cc(C(=O)NCC(=O)N/N=C/c2cccc(OC(=O)c3ccco3)c2)cc(OC)c1OC	-1.6	-41	103	11	-1	-11	0	-9	-0.3
O=C(NC1CCS(=O)(=O)C1)c1ccc(Br)o1 (stereo not given)	0.6	-5	102	36	3	1	-1	-12	-1.4
O=C(CC1C(=O)NCCN1Cc1cccc(C(F)(F)F)c1)NCCc1cnccn1 (stereo not given)	-1.3	-12	102	28	1	14	-3	1	-1.8
COc1ccc(/C=C/C(=O)NC2CCCCCCC2)cc1S(=O)(=O)N1CCOCC1	-0.8	-32	102	-1	2	-3	-7	-7	-3.5
CC(=O)Nc1ccc(NC(=O)c2ccccc2F)cc1	0.4	-4	99	14	-2	5	3	13	-0.7
C=CCn1c(SCc2ccccc2)nnc1-c1cccnc1	-2.0	-6	83	-5	-7	4	-6	-1	-3.1
Cc1ccc(C)c(NS(=O)(=O)c2ccc(NC(=O)c3ccco3)cc2)c1	-3.1	-7	107	-3	-2	0	-5	-7	-2.4
Cc1ccc(NC(=S)N(Cc2ccccc2)C(C)C)cc1	-3.0	-2	98	33	·	5	-3	-15	-2.0
Cc1cc(/C=C2/NC(=O)N(c3ccccc3)C2=O)c(C)n1C(C)C	-5.8	-16	88	19	-3	9	7	2	-2.7
COc1ccc(-c2c(NC(=O)c3ccco3)oc3ccccc3c2=O)cc1	-2.4	-22	101	41	-3	·	12	-7	-1.3
COc1ccc(CCNC(=O)CSCc2n[nH]c(=O)[nH]2)cc1OC	-0.6	1	110	-1	4	16	0	-2	-1.9
CC(C)(O)C#Cc1ncc(C(F)(F)F)cc1Cl	-3.1	-2	98	-136	-1	9	-4	8	-2.1
COc1cccc(N=Nc2c(=O)[nH]n3c(=O)c4c([nH]c23)CCC4)c1	-2.2	-39	104	4	-1	0	15	-1	-5.5
CN1CCN(C(=O)c2cn(C)c3ccc(S(=O)(=O)N(C)C4CCCCC4)cc3c2=O)CC1	-3.8	2	105	3	8	-1	-2	4	0.3
O=C(Cc1ccc(S(=O)(=O)N2CCCC2)s1)N1CCN(c2ccc(F)cc2)CC1	-3.1	-33	101	1	-14	-4	10	15	0.0
CCOc1nc(-c2ccccc2)ccc1-c1noc(-c2ccncc2)n1	-0.8	-3	105	-21	-2	17	-9	-4	-4.2
Cc1cccc(N(C(=O)c2snc(C(N)=O)c2N)C(C(=O)NC2CCCC2)c2ccc(C)o2)c1 (stereo not given)	-2.3	-31	99	2	2	4	5	-9	-5.1
CCS(=O)(=O)c1nc(S(=O)(=O)c2ccc(Cl)cc2)c(N2CCc3ccccc3C2)s1	-2.1	-6	135*	-5	1	-4	4	-7	-1.7
O=C(NCC(=O)N1CCOCC1)c1ccccc1	-0.2	-3	101	26	1	15	9	-3	-1.1
CC(C)(C)C(=O)COC(=O)c1cc2ccccc2cc1O	-1.6	-1	67*[inhibitor]	10	2	9	-5	0	-1.1
Cc1sc2ncnc(N/N=C/c3ccc(O)cc3)c2c1C	4.7	4	105	8	-5	0	-7	4	-1.6
O=C(CN(C1CCCCC1)C1CCCCC1)N1CCc2ccccc2C1	-4.4	3	96	19	2	6	-8	6	-2.8
O=C(c1cc(F)ccc1F)C1CCCN(C(=O)c2ccc3nccnc3c2)C1 (stereo not given)	-1.7	-28	99	34	1	9	8	4	-3.2

# Next section, overlapping the part above by seven compounds.
SMILES	VIM-2 inhibitor	FID counter	MEKK3 PB1 HTS	PHOSPHO1 block	IDE cell activ	SUMO HTRF inh	HCV NS3 hel inh	p-CIP stab down	IMP-1 inh
Cc1cccc(N(C(=O)c2snc(C(N)=O)c2N)C(C(=O)NC2CCCC2)c2ccc(C)o2)c1 (stereo not given)	-2.3	-31	99	2	2	4	5	-9	-5.1
CCS(=O)(=O)c1nc(S(=O)(=O)c2ccc(Cl)cc2)c(N2CCc3ccccc3C2)s1	-2.1	-6	135*	-5	1	-4	4	-7	-1.7
O=C(NCC(=O)N1CCOCC1)c1ccccc1	-0.2	-3	101	26	1	15	9	-3	-1.1
CC(C)(C)C(=O)COC(=O)c1cc2ccccc2cc1O	-1.6	-1	67*[inhibitor]	10	2	9	-5	0	-1.1
Cc1sc2ncnc(N/N=C/c3ccc(O)cc3)c2c1C	4.7	4	105	8	-5	0	-7	4	-1.6
O=C(CN(C1CCCCC1)C1CCCCC1)N1CCc2ccccc2C1	-4.4	3	96	19	2	6	-8	6	-2.8
O=C(c1cc(F)ccc1F)C1CCCN(C(=O)c2ccc3nccnc3c2)C1 (stereo not given)	-1.7	-28	99	34	1	9	8	4	-3.2
COc1cc(C2C(C#N)=C(N)Oc3cc(N)ccc32)cc(OC)c1OC (stereo not given)	0.5	-39	100	-21	1	25	24	1	-5.4
CCN(CC)c1ccc(/C=N/NC(=O)C2CC2)cc1	-1.6	-17	98	43	5	-5	14	-8	-0.8
O=C1OC(Nc2ccc(Cl)cn2)c2ccccc21 (stereo not given)	0.9	3	102	3	2	0	5	-11	0.4
O=C(COC(=O)C1=Cc2ccccc2OC1)NC1CCCC1	-1.6	-6	107	29	-3	14	0	-12	-2.9
COC(=O)c1nn(-c2cccc(Cl)c2)cc(OC)c1=O	-1.6	-15	110	24	1	13	6	-14	-3.0
O=C(CN1C(=O)C2(OCCCO2)c2ccccc21)NCc1ccccc1	-3.1	-2	108	-6	6	8	-10	-3	-2.8
Cc1cc(F)c(F)c(C(=O)N2CCOCC2)c1	-0.2	-1	107	-8	5	10	-2	-15	-5.9
CC(C)c1ccc(NC(=O)CSc2nc3ccsc3c(=O)n2Cc2ccc(C(=O)O)cc2)cc1	1.7	-20	98	48	7	0	-20	-3	0.8
COc1ccc(NCc2nnc(SCC(=O)c3ccc(OC)cc3)n2C)cc1	-4.6	-4	96	-23	-2	4	-5	-4	-5.5
CN(C(=O)c1ccc(OC2CCN(S(=O)(=O)N(C)C)CC2)cc1)C1CCCCC1	-1.9	-14	102	5	5	1	0	-13	-2.0
Cc1ccc(Nc2nc(N)nc(CC#N)n2)cc1	-2.7	-12	73	2	0	4	-99	-3	-5.5
O=C(NCc1ccco1)/C(=C/c1ccco1)NC(=O)c1ccccc1	-2.0	-13	103	30	4	19	5	-17	-2.0
O=C(NC1CCC(O)CC1)c1ccc(S(=O)(=O)NCc2ccco2)cc1 (stereo not given)	-2.5	-10	100	10	3	-2	6	-3	-1.1
O=C1CSC(c2cccc([N+](=O)[O-])c2)N1c1ccc(O)cc1 (stereo not given)	-1.6	2	102	-16	-1	-3	3	0	-3.0
O=C(CCn1cnc(-c2ccccc2)c1-c1ccccc1)N/N=C/c1ccccc1O	-1.6	-10	94	-3	0	-18	4	11	-0.5
COc1ccc(CCC(=O)N2CCN(c3ccc([N+](=O)[O-])cc3)CC2)cc1OC	0.6	-24	103	36	3	-1	-6	-8	-1.9
Cc1nn(C)c(Cl)c1CN1CCC(Oc2ccc(C(=O)N3CCCC3)cc2)CC1	-2.8	-3	108	23	3	5	-7	-12	-3.9
CN=C1C([N+](=O)[O-])=CC=C2C1=NC1(CCCCC1)N2O	-2.7	3	104	32	0	-2	2	-22	-4.5
Cc1ccc(CCNC(=O)C2CCCN(S(=O)(=O)c3c(C)nn(C)c3C)C2)cc1 (stereo not given)	-6.0	-19	94	-9	0	10	-3	-10	-3.0
COc1ccc(OC)c(CCNC(=O)c2ccc(CS(=O)Cc3ccc(Cl)cc3)o2)c1 (stereo not given)	-1.4	-53	98	32	-6	13	4	-18	-2.2
CC(=O)c1c(C)nn(-c2ccccc2)c1C	-2.9	1	102	19	2	5	-10	4	-1.7
Nc1nc(-c2cccnc2)nn1C(=O)c1ccc(F)cc1	-1.2	0	99	24	-3	-4	-10	-3	-2.4
O=C(CN1C(=O)C2CC=CCC2C1=O)NCC1COc2ccccc2O1 (stereo not given)	1.6	-6	102	52	0	0	85*	-15	2.3
Cn1ccnc1C1CCCCN1C(=O)c1cc(COc2ccc(F)cc2Cl)on1 (stereo not given)	-4.0	-15	101	28	·	-2	-4	4	-1.9
CCn1cc(/C=N\NC(=O)c2ccc(F)cc2)cn1	-3.2	-2	101	-6	0	-4	-1	-1	-0.9
CC(C)=CCN1CCN(Cc2nc(-c3ccc(F)cc3)cs2)CC1CCO (stereo not given)	-1.2	5	93	24	2	19	-2	-5	-1.9
Cc1ccc2cc(C#N)c(N3CCN(C)CC3)nc2c1	3.5	0	112	-7	1	-23	-2	2	0.9
Cc1ccnc(NC2OC(=O)c3ccccc32)c1 (stereo not given)	-0.5	2	100	-43	-1	-7	-6	-2	-1.4

# Quoted at random: two entries already listed
SMILES	VIM-2 inhibitor	FID counter	MEKK3 PB1 HTS	PHOSPHO1 block	IDE cell activ	SUMO HTRF inh	HCV NS3 hel inh	p-CIP stab down	IMP-1 inh
Nc1nc(-c2cccnc2)nn1C(=O)c1ccc(F)cc1	-1.2	0	99	24	-3	-4	-10	-3	-2.4
Cc1nn(C)c(Cl)c1CN1CCC(Oc2ccc(C(=O)N3CCCC3)cc2)CC1	-2.8	-3	108	23	3	5	-7	-12	-3.9

# Look-ups from above.
# Reading for `COc1ccc(NCc2nnc(SCC(=O)c3ccc(OC)cc3)n2C)cc1` in p-CIP stab down: -4
# Reading for `O=C(NC1CCC(O)CC1)c1ccc(S(=O)(=O)NCc2ccco2)cc1` (stereo not given) in IDE cell activ: 3
# Reading for `O=C(CN1C(=O)C2(OCCCO2)c2ccccc21)NCc1ccccc1` in MEKK3 PB1 HTS: 108
# Reading for `COC(=O)c1nn(-c2cccc(Cl)c2)cc(OC)c1=O` in PHOSPHO1 block: 24

# Only part of the results is shown; count on the stated rates, not on these rows.
